# Compound activity as filed in PubChem BioAssay.
# CCT modulator = modulators of cytosolic chaperonin (CCT/TRiC) activity; hit rate 0.3% among 360,000; activity change, % (concentration not given with the values), hits read low; purified chaperonin ATPase assay, HTRF ADP detection, 30 min; in the data active = activity change below about -30%; also: % is scaled to controls: 0 for no effect and ±100 for the full control effect
#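 We incubate TRiC, 40 or 20 nM final, with library compounds at 76 uM and 10 uM ATP for 30 min at 37 °C. ADP formed is detected with Transcreener HTRF reagents after 30 min at room temperature.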
# pAkt inh = inhibitors of Akt phosphorylation | Neuro2A IGF-stimulated pAkt S473 HTRF, 20 min; active compounds read low | activity change, % for hits at 50 µM | hit rate 0.32% among 360,000; in the data active = activity change below about -80%; inconclusive = mostly about -51% to -80%; also: % is scaled to controls: 0 for no effect and ±100 for the full control effect
#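 Neuro2A cells (4,500/well, DMEM with 0.5% FBS) were treated with compound at a single 50 µM final concentration, stimulated with 6 nM IGF for 20 min at 37 °C, and lysed. Phospho-Akt Ser473 was read by HTRF as 665/615 ratio ×10^4.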
# EPAC2 antag = antagonists of human EPAC2; EPAC2 GEF exchange of Rap1B-BODIPY-GDP, fluorescence; Potency, µM (series often up to 114 µM), for inactives: at the highest dose activity, negative = inhibition, hits mostly inhibitors; hit rate 0.18% among 360,000; AID 720708; also: potency is read from the fitted curve at half-maximal effect; % is scaled to controls: 0 for no effect and ±100 for the full control effect; nearly all actives have a fitted effect of over 45% in size; many of its hits are not listed in these tables
# Target sequence (Q8WZA2 whole entry, looked up): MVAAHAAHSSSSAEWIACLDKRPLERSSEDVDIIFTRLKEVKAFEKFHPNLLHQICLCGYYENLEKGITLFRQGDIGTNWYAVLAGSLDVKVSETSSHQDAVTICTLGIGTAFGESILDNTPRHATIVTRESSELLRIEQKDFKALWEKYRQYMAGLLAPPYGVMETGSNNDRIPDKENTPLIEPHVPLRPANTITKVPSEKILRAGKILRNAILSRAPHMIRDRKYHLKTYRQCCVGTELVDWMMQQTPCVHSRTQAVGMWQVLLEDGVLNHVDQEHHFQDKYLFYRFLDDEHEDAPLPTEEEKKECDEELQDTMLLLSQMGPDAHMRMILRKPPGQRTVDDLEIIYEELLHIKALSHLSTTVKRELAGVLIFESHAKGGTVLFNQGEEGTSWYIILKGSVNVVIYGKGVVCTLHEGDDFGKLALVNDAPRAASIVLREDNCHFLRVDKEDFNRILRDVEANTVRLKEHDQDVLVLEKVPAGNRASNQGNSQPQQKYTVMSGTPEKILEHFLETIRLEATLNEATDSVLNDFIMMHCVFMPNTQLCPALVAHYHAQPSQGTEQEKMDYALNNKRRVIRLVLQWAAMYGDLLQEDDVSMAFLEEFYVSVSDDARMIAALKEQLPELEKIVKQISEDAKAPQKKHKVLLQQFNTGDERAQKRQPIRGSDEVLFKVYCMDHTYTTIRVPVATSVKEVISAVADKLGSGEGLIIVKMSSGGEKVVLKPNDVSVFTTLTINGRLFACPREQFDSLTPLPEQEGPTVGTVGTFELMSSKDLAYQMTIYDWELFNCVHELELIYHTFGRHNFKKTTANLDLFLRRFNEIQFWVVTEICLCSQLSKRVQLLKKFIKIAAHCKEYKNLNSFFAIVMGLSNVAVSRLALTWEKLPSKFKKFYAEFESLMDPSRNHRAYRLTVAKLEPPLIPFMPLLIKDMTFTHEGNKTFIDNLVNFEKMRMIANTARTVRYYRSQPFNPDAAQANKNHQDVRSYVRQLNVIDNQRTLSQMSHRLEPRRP
# EPAC2 ag = activates human EPAC2 exchange factor | Q8WZA2 | EPAC2 activation, biochemical qHTS; response scale: 100% = 6.5 mM cAMP response | Potency, µM (doses to about 154 µM), without a hit: at the highest dose activation, usual class: activators | hit rate 0.079% among 360,000; also: potency is read from the fitted curve at half-maximal effect; nearly all actives have a fitted effect of over 50% in size
#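 Setup: EPAC2 100 nM, labeled Rap1B complex 250 nM, free GDP 50 uM. Compound titrations pinned in, brief spin, 5 min room temperature incubation. Kinetic fluorescence read over 30 min, normalized to 6.5 mM cAMP.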
# A549 viability = counter-screen for Nrf2 inhibitors: cytotoxicity in A549 cells; A549 ARE-Fluc cells, CellTiter-Fluor viability, 18-24 h; Potency, µM (top dose mostly 46 µM), inactives show at the top dose activity change, negative = cytotoxicity, most hits filed as inhibitors; hit rate 0.16% among 390,000; also: potency is read from the fitted curve at half-maximal effect; % is scaled to controls: 0 for no effect and ±100 for the full control effect
#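 A549 ARE_Fluc cells in 5% FBS OPTI-MEM were exposed to compounds in concentration-response for 18-24 h at 37 deg C. Viability was read by CellTiter-Fluor fluorescence (Ex 405/Em 525) after 30 min, before the luciferase read.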
# Nrf2 block = blocks Nrf2 signaling; A549 ARE-Fluc reporter, luciferase luminescence, 18-24 h; Potency, µM (doses to about 46 µM), for the others: top-dose activity change, negative = inhibition, usual class: inhibitors; hit rate 2.1% among 360,000; also: potency is read from the fitted curve at half-maximal effect; % is scaled to controls: 0 for no effect and ±100 for the full control effect; nearly all actives have a fitted effect of over 60% in size
#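 A549 ARE_Fluc cells (5000/well, 5% FBS OPTI-MEM) pre-incubated 2 h, then treated with compounds 18-24 h at 37C/5% CO2 in concentration-response. CellTiter-Fluor viability read first; BugLite luciferase luminescence after 15 min at room temperature gives Nrf2 activity.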
# MmCpn inh = blocks the Methanococcus maripaludis chaperonin Mm-Cpn | purified Mm-Cpn ATPase, ADP Transcreener TR-FRET | Potency, µM (titrated, usually from 76.9 µM), without a hit: at the highest dose activity, negative = inhibition, usual class: inhibitors | hit rate 0.031% among 330,000; also: potency is read from the fitted curve at half-maximal effect; % is scaled to controls: 0 for no effect and ±100 for the full control effect; nearly all actives have a fitted effect of over 80% in size
#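 Reaction buffer contained 30 mM Tris pH 7.4, 100 mM KCl, 5 mM MgCl2 and 1 mM DTT. Mm-CPN (25 nM final) hydrolysed 10 uM ATP over 30 min at 37°C; ADP was read by HTRF.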
# TGFb SMAD3 inh = blocks TGF-b signaling | AID 588855 | Potency, µM (titrated, usually from 46.1 µM), for inactives: at the highest dose activity, negative = inhibition, actives largely listed as inhibitors | HepG2 CAGA-GFP TGF-b/SMAD3 reporter, GFP fluorescence, 18 h; TGF-beta stimulated, 500 pg/mL final | hit rate 1.2% among 410,000; also: potency is read from the fitted curve at half-maximal effect; % is scaled to controls: 0 for no effect and ±100 for the full control effect; nearly all actives have a fitted effect of over 65% in size
#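 GFP signal (ex488/em500-530) from TGF-beta-stimulated HEPG2 CAGA-GFP cells, 500 pg/mL final, 18 h at 37 degrees C in DMEM plus 1% FBS, normalized to unstimulated and DMSO-stimulated controls.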
# Nrf2 ARE act = Nrf2 pathway activation | AREc32 ARE-luciferase reporter (MCF7-derived line), luminescence, 24 h | Potency, µM (series often up to 46.1 µM), for inactives: at the top dose activation, actives largely listed as activators | hit rate 0.31% among 410,000 | AID 624171; also: potency is read from the fitted curve at half-maximal effect; % of control where 0% means no effect; nearly all actives have a fitted effect of over 65% in size
#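 Steps: seed AREc32_Fluc cells (1000/well, 5% FBS OPTI-MEM); incubate overnight at 37 deg C; add 23 nL compound; incubate 24 hr; add Steady-Glo; hold 30 min RT; read luminescence.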
# Starred values were filed as active, the others as inactive; i = inactive; ? = inconclusive; . = not tested or not shown; [ ] = another dose, or the depositor's remark. Unless noted, calls follow the shape of the dose curve; as a rule, active = well fitted curve in the direction sought with a large enough effect; inconclusive = small, poorly fitted or top-dose-only effect, or another doubt; inactive = no such curve, though single readings can be large; an effect the other way counts as inactive or inconclusive. Some of the compounds tested; rates above refer to the full screens.
# Values run as follows: Nrf2 block	Nrf2 ARE act	A549 viability	EPAC2 antag	pAkt inh	TGFb SMAD3 inh	EPAC2 ag	MmCpn inh	CCT modulator
CC1(C)CC(NC(=O)COc2cc3oc(=O)c4c(c3cc2Cl)CCC4)CC(C)(C)N1
    3%	0.1%	4%	3%	i	-4%	3%	0%	-1.1
Cc1ccc(N2CC(C)Cn3c2nc2c3c(=O)[nH]c(=O)n2C)cc1 (stereo not given)
    -20%	-0.2%	3%	2%	i	-21%	13%	0%	-6.1
COc1cc(C2C3=C(COC3=O)OC(C)(C)Oc3cc4c(cc32)OCO4)cc(OC)c1OC (stereo not given)
    ?	2.7%	?	13%	i	2.8µM*	6%	.	1.6
Cc1cc(Cl)c(S(=O)(=O)NC2CCCCC2)cc1OCC(=O)Nc1nncs1
    ?	2.9%	-8%	4%	i	-10%	6%	1%	-1.7
CC(C)COc1ccc(-c2nn(-c3ccccc3)cc2CO)cc1
    8%	2.9%	0%	-16%	i	?	2%	3%	-2.0
CC1C(=O)N2CCCc3cc(NS(C)(=O)=O)cc1c32 (stereo not given)
    -14%	-1.5%	-3%	-3%	i	6%	3%	1%	1.6
Cc1ccc2nc3c(cc(C#N)c(=O)n3-c3nccs3)c(=O)n2c1
    ?	-0.1%	?	4%	i	-5%	4%	-3%	-2.9
CCOC(=O)C1=C(C)NC(SC)=C(C#N)C1CC(C)C (stereo not given)
    ?	-0.1%	?	?	i	?	2%	3%	-2.5
O=C(NCCN1CCOCC1)c1cc(=O)[nH]c2ccc(Br)cc12
    -2%	-0.1%	0%	0%	i	-4%	8%	2%	-2.0
O=C(NCc1ccc(F)cc1)C1CCCN1S(=O)(=O)c1cccc2nsnc12 (stereo not given)
    5%	-1.3%	4%	3%	i	0%	-1%	-6%	0.5
CCc1nc2ccc(C(=O)N3CCN(S(=O)(=O)CC)CC3)cn2c1N(CC)Cc1cccc(Br)c1
    .	5.1%	.	-12%	i	?	-2%	.	0.6
CCCCn1cc(S(=O)(=O)c2ccc(OC)cc2)c(=O)c2cc(F)c(F)cc21
    2%	4.7%	-1%	.	.	8%	.	.	.
Cc1ccc(S(=O)(=O)NNC(=O)Nc2ccccc2F)c(C)c1
    4%	-0.5%	0%	-7%	i	5%	11%	1%	0.3
Cc1ccc(OCCCCNC2CCCCC2)c(C)c1
    3%	3.8%	1%	-9%	i	?	8%	0%	-1.2
OC(COCc1ccccc1)Cn1cnc2ccccc21 (stereo not given)
    .	-0.6%	12%	0%	.	-9%	3%	0%	-1.2
NC(=S)Nc1cccc2cc3ccccc3cc12
    -14%	5.5%	-1%	-1%	i	0%	3%	-4%	0.7
CCNC(=O)COc1ccc(S(=O)(=O)Nc2ccccc2)cc1
    -11%	-0.5%	-13%	16%	i	-16%	0%	-1%	-0.3
O=C(Nc1ccc2c(c1)OCCO2)c1cccc(Cl)c1
    ?	4.0%	-3%	5%	i	15%	6%	4%	-2.7
CCc1c(C(=O)Nc2ccc(OC)cc2)[nH]c(C)c1C(C)=O
    ?	19%	.	-14%	i	5%	-5%	1%	-2.6
CCc1cc(C(=O)N(CC)CC(=O)Nc2c(F)cccc2F)sc1C
    .	-1.1%	.	-6%	i	7%	-1%	.	2.8

# The last 2 records of the part above open the next one.
# Values run as follows: Nrf2 block	Nrf2 ARE act	A549 viability	EPAC2 antag	pAkt inh	TGFb SMAD3 inh	EPAC2 ag	MmCpn inh	CCT modulator
CCc1c(C(=O)Nc2ccc(OC)cc2)[nH]c(C)c1C(C)=O
    ?	19%	.	-14%	i	5%	-5%	1%	-2.6
CCc1cc(C(=O)N(CC)CC(=O)Nc2c(F)cccc2F)sc1C
    .	-1.1%	.	-6%	i	7%	-1%	.	2.8
Cc1cccc(COc2ccccc2/C=N/Nc2ccc([N+](=O)[O-])cc2)c1
    -2%	-0.4%	-14%	20%	i	?	8%	-10%	-0.9
N#Cc1cnn(-c2ccccc2)c1NC(=O)CN1CCN(c2ccccc2)CC1
    6%	0.3%	3%	-2%	i	2%	6%	-3%	0.1
Oc1cccc2ccc(/C=C/c3ccccc3Br)nc12
    6%	10µM*	2%	3%	i	15%	7%	3%	0.3
CC(=O)N1CCCc2cc(S(=O)(=O)N(C)Cc3ccccc3)ccc21
    -3%	-0.6%	8%	7%	i	1%	-3%	2%	0.7
O=c1[nH]c(-c2ccc3c(c2)OCO3)nc2c1sc(=S)n2-c1ccccc1
    13%	0.2%	-2%	7%	i	-2%	-3%	-7%	1.8
CC(C)(C)OC(=O)C[C@H]1C/C=C\C[C@@H](CC(=O)N[C@H](CO)Cc2ccccc2)C(=O)NC[C@@H](c2ccccc2)OC1=O
    22%	0.7%	-14%	-10%	i	-2%	-14%	0%	-1.8
CCC(O)c1c(-c2ccccc2)nn(C)c1Cl (stereo not given)
    7%	-0.2%	12%	13%	i	?	-2%	0%	2.4
COc1cccc(/C=N/n2c(CO)nc3ccccc32)c1OC
    -15%	-0.2%	-5%	10%	i	2%	-13%	0%	-1.5
COC(=O)CCC(=O)OC1(C)C(=O)C2=CN(CC3CC3)C(c3ccc(OC)cc3)=CC2=C(Br)C1=O (stereo not given)
    7%	-1.3%	-5%	11%	i	-5%	3%	-4%	-2.7
Cc1ccc(Nc2nc3ccccc3n3cnnc23)cc1Cl
    -6%	-0.6%	-3%	-8%	i	-14%	-2%	-7%	-50*
O=C(c1ccc(F)cc1)N1CCC(C(=O)N(Cc2ccccc2)c2ccccc2)CC1
    1%	-0.9%	8%	-6%	i	-29%	8%	-2%	-0.1
CCNS(=O)(=O)c1ccc(NS(C)(=O)=O)cc1
    .	-1.6%	4%	-1%	i	17%	1%	2%	-3.2
O=C1/C(=C/c2ccc3c(c2)OCO3)SC(=S)N1CCC(=O)N(CCO)c1ccccc1
    .	17%	.	21%	i	10%	-11%	.	-1.0
COC(=O)c1[nH]c2ccc(Br)cc2c1NC(=O)CN1CCCCC1CCO (stereo not given)
    -2%	5.9%	-8%	4%	i	-5%	0%	-9%	0.8
CC(C)c1ccc(NC(=O)C2Cc3c(-c4cccc(C(N)=O)c4)ccnc3O2)cc1 (stereo not given)
    .	7.7%	.	-15%	i	34%[activator]	9%	.	0.7
Cc1scc(CN2CCN(c3ccc(F)cc3)CC2)c1C
    -3%	0.1%	0%	.	.	?	.	.	.
Cc1ccc(NC(=O)CN2CCC(C(=O)c3ccc(F)cc3)CC2)cc1
    -20%	-0.8%	-5%	-3%	i	-5%	-4%	1%	0.8
CC(C(=O)NCCN1C(=O)S/C(=C\c2cccs2)C1=O)N1C(=O)c2ccccc2C1=O (stereo not given)
    1%	-0.9%	1%	2%	i	26%	12%	-10%	-0.7
Cc1cccn2cc(CNS(=O)(=O)c3ccc4ccccc4c3)nc12
    13µM*	0.0%	-7%	-4%	i	0%	3%	1%	-3.3
CC1Sc2ccc(S(=O)(=O)N3CCC(C(=O)Nc4cccc(Cl)c4)CC3)cc2NC1=O (stereo not given)
    ?	-0.2%	-17%	-26%	i	?	2%	4%	0.2
O=C(NCCc1ccccc1)C(=O)NCC(c1ccco1)N1CCOCC1 (stereo not given)
    7%	-0.6%	0%	10%	i	0%	6%	2%	0.2
CCOc1ccc(C(=O)Nc2ccc3nc4c(c(Nc5ccccc5OC)c3c2)CCCC4)cc1
    ?	-3.6%	?	.	.	?	.	.	.
O=C(NCC1CCCO1)c1ccc(NC(=O)c2cccc(Cl)c2)cc1 (stereo not given)
    -18%	2.1%	?	-24%	i	-18%	9%	.	-2.9
Clc1ccc(CNCc2cccs2)cc1Cl
    5%	0.4%	3%	3%	i	2%	7%	2%	-0.6
O=C(NC1CCCC1)C1(c2ccccc2)CCN(S(=O)(=O)c2ccccc2)CC1
    6%	-0.4%	-3%	-3%	i	0%	12%	1%	-1.9
COc1ccc(S(=O)(=O)c2c(C(=O)c3ccc(C)c(C)c3)cnc3ccc(F)cc23)cc1
    -3%	?	-5%	.	.	15%	.	.	.
COc1cc2c(cc1OC)C(c1ccccc1O)N(C1CC(=O)N(c3ccccc3)C1=O)CC2 (stereo not given)
    1%	-0.4%	?	-5%	i	?	2%	2%	0.9
COc1cccc(CNC(=O)C2Cc3cc(S(=O)(=O)N4CCCC4)ccc3N2C(C)=O)c1OC (stereo not given)
    -2%	0.3%	0%	1%	i	13%	10%	3%	-1.6
COc1cccc(C2CC(c3cccs3)=NN2C(=O)CSc2nc3ccccc3o2)c1OC (stereo not given)
    -14%	-0.6%	9%	7%	i	-26%	-2%	-1%	-1.4
N#CCC(=O)N/N=C/c1ccc(OS(=O)(=O)c2ccccc2)cc1
    -27%	0.1%	-21%	1%	i	15%	-1%	-2%	-2.9
O=C(CSc1ccccc1)Nc1nc2ccccc2[nH]1
    ?	2.9%	0%	-1%	i	-6%	-8%	0%	-0.1
COc1ccc2c(c1)C1=NN(/C(C)=C\C(C)=O)C(c3ccccc3)C1CC2 (stereo not given)
    33%	28%	0%	11%	i	?	14%	-20%	3.5
NC(=O)NC(=O)COC(=O)c1ccc2c(c1)C(=O)N(Cc1ccccc1)C2=O
    5%	0.5%	8%	5%	i	2%	3%	-1%	0.2
CC(Cc1ccc(Cl)cc1)N1CCC(n2nccc2NC(=O)C2CCCC2)CC1 (stereo not given)
    ?	3.6%	-4%	-7%	i	?	-2%	-2%	-0.7
CC1Cc2ccccc2N1C(=O)C1CCCN(S(=O)(=O)c2cccc3cccnc23)C1 (stereo not given)
    ?	3.1%	2%	1%	i	-26%	23%	-2%	-0.6
